Bioassay records as filed in PubChem BioAssay.
ROS inducer: cancer cell ROS induction; U2OS ROS induction, H2DCF-DA fluorescence; ROS induction (% of piperlongumine), % at 10 µM; 2% of 46,000 active; AID 624156; in the data active = ROS induction above about 79%, passing the limit was not always enough; inconclusive = no clear call, values can overlap the other calls;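 also: 0% = DMSO vehicle median and 100% = reference compound median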
* = called active by the depositor; ? = inconclusive. These rows are one share of the data (hit frequency here may not be typical).

SMILES	ROS inducer
C[C@H](CO)N1C[C@H](C)[C@H](CN(C)C(=O)Nc2ccc3c(c2)OCO3)Oc2ccc(NC(=O)NC3CCCCC3)cc2CC1=O	65
C[C@H](CO)N1C[C@H](C)[C@H](CN(C)C)Oc2ncc(Br)cc2C1=O	-6
Cc1cc(C(=O)Nc2cccc3c2O[C@H](CN(C)S(=O)(=O)c2cn(C)cn2)[C@@H](C)CN([C@H](C)CO)C3=O)n(C)n1	-7
C[C@@H]1CN([C@H](C)CO)C(=O)Cc2cc(NC(=O)NC3CCCCC3)ccc2O[C@H]1CN(C)S(=O)(=O)c1cccs1	8
COc1ccc(S(=O)(=O)N(C)C[C@H]2Oc3ccc(NC(=O)Nc4c(C)noc4C)cc3C(=O)N([C@@H](C)CO)C[C@H]2C)cc1	3
O=C(O)CCSc1n[nH]c2nc3ccccc3n12	-38
C[C@@H]1CN([C@@H](C)CO)C(=O)Cc2cc(NS(=O)(=O)c3cn(C)cn3)ccc2O[C@@H]1CN(C)S(=O)(=O)c1cn(C)cn1	-24
C[C@@H]1CCCCO[C@@H](CN(C)C)[C@@H](C)CN([C@H](C)CO)C(=O)c2cc(NC(=O)Nc3cccc4ccccc34)ccc2O1	16
Cc1ccc(S(=O)(=O)Nc2ccc3c(c2)CC(=O)N([C@H](C)CO)C[C@@H](C)[C@@H](CN(C)Cc2ccc(C(=O)O)cc2)O3)cc1	5
Cc1ccc(S(=O)(=O)Nc2ccc3c(c2)CC(=O)N([C@H](C)CO)C[C@@H](C)[C@@H](CN(C)S(=O)(=O)c2ccccc2)O3)cc1	-1
CCN1/C(=C2\C(=O)N(c3ccccc3)N=C2C)C=Cc2ccccc21	13
Nc1ccc(-c2nnc(SCC(=O)Nc3cccc(C(F)(F)F)c3)n2-c2ccccc2)cc1	-4
Cc1ccc(S(=O)(=O)NCC(=O)Nc2ccc(C(N)=O)cc2)cc1	-34
Cc1ccc(S(=O)(=O)N(C)C[C@@H]2Oc3c(NC(=O)Nc4cccc5ccccc45)cccc3C(=O)N([C@H](C)CO)C[C@H]2C)cc1	9
CC(C)NC(=O)N(C)C[C@H]1Oc2ccc(NS(=O)(=O)c3cccs3)cc2C(=O)N([C@@H](C)CO)C[C@@H]1C	-7
CC(C)NC[C@H](O)COc1ccc(CC(N)=O)cc1	-9
CC1CN(C2=NCCN2S(=O)(=O)c2cc(C(F)(F)F)cc(C(F)(F)F)c2)CC(C)O1 (stereo not drawn)	-13
C[C@@H]1CN([C@@H](C)CO)C(=O)c2cccc(NC(=O)Nc3cccc4ccccc34)c2O[C@H]1CN(C)S(=O)(=O)c1ccc(F)cc1	18
O=C(NO)c1ccc(C(=O)N/N=C/c2ccoc2)cc1	-3
O=C(NCc1cccnc1)C1CCCN(S(=O)(=O)c2ccccc2)C1 (stereo not drawn)	3
O=C1S/C(=C\c2ccc(N3CCOCC3)o2)C(=O)N1c1ccccc1	?
O=C(NCC1COc2ccccc2O1)c1ccc(Cl)cc1 (stereo not drawn)	-4
COc1ccc(S(=O)(=O)N(C)C[C@@H]2OCc3cn(nn3)CCCC(=O)N([C@@H](C)CO)C[C@H]2C)cc1	5
CC(=O)c1cccc(NC(=O)CSc2nc3ccc([N+](=O)[O-])cc3s2)c1	-24
C[C@H](CO)N1C[C@H](C)[C@@H](CN(C)CC2CC2)Oc2c(NC(=O)Nc3ccc(F)cc3)cccc2C1=O	9
C[C@@H]1CN([C@H](C)CO)C(=O)c2cc(NS(=O)(=O)c3ccc(Cl)cc3)ccc2O[C@@H]1CN(C)CC1CC1	0
Cc1noc(C)c1S(=O)(=O)Nc1ccc2c(c1)CC(=O)N([C@@H](C)CO)C[C@H](C)[C@@H](CN(C)C(=O)Nc1ccccc1)O2	-6
O=C(NCCCN1CCOCC1)C1CC(c2ccc(Cl)c(Cl)c2)=NO1 (stereo not drawn)	5
Cc1cc(=O)c2c(O)cc(O)c(C)c2o1	-7
COc1ccccc1OCc1nc(-c2ccccc2)cs1	-3
N#CCCN(CC1COc2ccccc2O1)C(=O)c1ccccc1 (stereo not drawn)	-7
C[C@H]1CN([C@@H](C)CO)C(=O)CCCn2nncc2CO[C@H]1CN(C)C(=O)CCC(F)(F)F	-20
C[C@H]1CN([C@@H](C)CO)C(=O)c2cc(NC(=O)CCCN(C)C)ccc2O[C@H]1CN(C)C(=O)Nc1cccc2ccccc12	-6
O=C(CCCCc1ccc(O)cc1)CCc1ccc(O)cc1	-8
CS(=O)(=O)N(CC(=O)Nc1ccc(F)c(Cl)c1)c1ccc2c(c1)OCCO2	5
C[C@@H]1CN([C@H](C)CO)C(=O)c2cccc(N(C)C)c2O[C@H]1CN(C)Cc1ccc(C(F)(F)F)cc1	-7
CC(C)(C)c1[nH]nc2c1C(c1ccc(OC(=O)c3ccccc3Cl)cc1)C(C#N)=C(N)O2 (stereo not drawn)	-9
C[C@H](CO)N1C[C@H](C)[C@H](CN(C)C(=O)Nc2ccc(F)cc2)Oc2ccc(NS(=O)(=O)c3cccs3)cc2C1=O	7
Cc1c(C(=O)NCc2ccccc2)oc2c1C(=O)CCC2	4
COc1ccc(NC(=O)COc2ccc(C(C)C)cc2Br)c([N+](=O)[O-])c1	-13

Seven entries already listed, ordered by molecular weight, lowest first.
SMILES	ROS inducer
CC(C)NC[C@H](O)COc1ccc(CC(N)=O)cc1	-9
O=C(NCC1COc2ccccc2O1)c1ccc(Cl)cc1 (stereo not drawn)	-4
N#CCCN(CC1COc2ccccc2O1)C(=O)c1ccccc1 (stereo not drawn)	-7
CC(=O)c1cccc(NC(=O)CSc2nc3ccc([N+](=O)[O-])cc3s2)c1	-24
COc1ccc(S(=O)(=O)N(C)C[C@@H]2OCc3cn(nn3)CCCC(=O)N([C@@H](C)CO)C[C@H]2C)cc1	5
Cc1noc(C)c1S(=O)(=O)Nc1ccc2c(c1)CC(=O)N([C@@H](C)CO)C[C@H](C)[C@@H](CN(C)C(=O)Nc1ccccc1)O2	-6
Cc1ccc(S(=O)(=O)N(C)C[C@@H]2Oc3c(NC(=O)Nc4cccc5ccccc45)cccc3C(=O)N([C@H](C)CO)C[C@H]2C)cc1	9

(listing goes on)
SMILES	ROS inducer
C=CCn1c(SCC(=O)Nc2ccc(C)cc2)nnc1C1CC1	3
Cn1c(Cn2cc(C(F)(F)F)ccc2=O)n[nH]c1=S	4
Cc1noc(C)c1NC(=O)Nc1cccc2c1O[C@H](CN(C)CC1CCCCC1)[C@@H](C)CN([C@@H](C)CO)C2=O	7
C[C@@H]1CCCCO[C@@H](CN(C)Cc2ccc(C(=O)O)cc2)[C@@H](C)CN([C@H](C)CO)C(=O)c2cc(NC(=O)Nc3ccc4c(c3)OCO4)ccc2O1	-1
Cn1cc(/C=N/NC(=O)c2cccc(C(=O)NO)c2)c2ccccc21	11
Cc1cc(C(=O)Nc2cccc3c2O[C@@H](CN(C)CC2CCCCC2)[C@@H](C)CN([C@H](C)CO)C3=O)n(C)n1	-3
Cc1cc(C)cc(-c2nc3cc(NC(=O)COc4ccccc4[N+](=O)[O-])ccc3o2)c1	-9
O=C(Cn1c(=O)oc2ccccc21)Nc1ccc(S(=O)(=O)N2CCOCC2)cc1	-2
C[C@H]1CN([C@@H](C)CO)C(=O)c2cc(NC(=O)Nc3cccc4ccccc34)ccc2O[C@@H]1CN(C)C(=O)Nc1ccc2c(c1)OCO2	-1
N=C1/C(=C/c2ccco2)C(=O)N=C2SC(C3CCCCC3)=NN12	11
C[C@H](CO)N1C[C@H](C)[C@H](CN(C)Cc2ccc3c(c2)OCO3)Oc2ccc(NS(=O)(=O)c3cccs3)cc2C1=O	-1
Cc1cc(C(=O)Nc2cccc3c2O[C@H](CN(C)S(=O)(=O)c2ccc(F)cc2)[C@@H](C)CN([C@@H](C)CO)C3=O)n(C)n1	-3
CCn1c(SCC(=O)Nc2cc(Cl)c(Cl)cc2Cl)nnc1-c1ccccc1Cl	-23
CCNC(=O)c1c(NC(=O)c2ccccc2[N+](=O)[O-])sc2c1CCCC2	5
COc1ccc(OC)c(NC(=O)CSc2nc3sc4c(c3c(=O)n2-c2ccccc2)CCCC4)c1	28
N#Cc1c(-c2cccs2)nc(SCC(=O)c2ccc(Br)cc2)[nH]c1=O	15
CCN(C(=O)c1cccc(C(=O)N(CC)c2ccccc2)c1)c1ccccc1	1
O=C(CCCCCCC(=O)Nc1ccccc1O)N/N=C/c1cc(O)ccc1O	8
Cc1ccc(NS(=O)(=O)c2ccc(NS(=O)(=O)c3ccc4c(c3)OCCO4)cc2)c(C)c1	1
O=C(NC1CCCC1)C1CCN(c2nc3ccccc3n3cccc23)CC1	-3

Reprinted at random: five records from the list, in no set order.
SMILES	ROS inducer
C=CCn1c(SCC(=O)Nc2ccc(C)cc2)nnc1C1CC1	3
COc1ccc(OC)c(NC(=O)CSc2nc3sc4c(c3c(=O)n2-c2ccccc2)CCCC4)c1	28
Cc1cc(C)cc(-c2nc3cc(NC(=O)COc4ccccc4[N+](=O)[O-])ccc3o2)c1	-9
C[C@@H]1CCCCO[C@@H](CN(C)Cc2ccc(C(=O)O)cc2)[C@@H](C)CN([C@H](C)CO)C(=O)c2cc(NC(=O)Nc3ccc4c(c3)OCO4)ccc2O1	-1
Cc1cc(C(=O)Nc2cccc3c2O[C@H](CN(C)S(=O)(=O)c2ccc(F)cc2)[C@@H](C)CN([C@@H](C)CO)C3=O)n(C)n1	-3

(next part)
SMILES	ROS inducer
CCOC(=O)c1c(NC(=O)Nc2ccc(Cl)c(Cl)c2)sc(C)c1C	-12
O=c1[nH]c2ccc(S(=O)(=O)NCc3ccco3)cc2[nH]1	-9
C[C@@H]1CN([C@@H](C)CO)C(=O)c2cccc(NC(=O)c3cnccn3)c2O[C@H]1CN(C)C(=O)Nc1ccc2c(c1)OCO2	-7
C[C@@H]1CN([C@@H](C)CO)C(=O)c2cc(NC(=O)C3CCCCC3)ccc2O[C@H]1CN(C)C	-4
O=C1O[C@@H](c2ccccc2)[C@@H](c2ccccc2)N2[C@@H](c3ccc(OCCO)cc3)[C@]3(C(=O)Nc4ccccc43)[C@@H](C(=O)O)[C@H]12	-1
CCCCC1C(=O)N(c2ccccc2)N(c2ccc(O)cc2)C1=O (stereo not drawn)	13
Cc1ccc(NC(=O)CSc2nc(N)c(-c3ccccc3)c(=O)[nH]2)cc1Cl	-7
COc1ccc(NC(=O)COc2ccc([N+](=O)[O-])cc2)cc1OC	46
CC(C)NC(=O)Nc1cccc2c1O[C@H](CN(C)Cc1ccc(Oc3ccccc3)cc1)[C@H](C)CN([C@H](C)CO)C2=O	2
C[C@@H]1CCCCO[C@@H](CN(C)S(=O)(=O)c2ccccc2)[C@@H](C)CN([C@H](C)CO)C(=O)c2cc(NS(=O)(=O)c3ccccc3)ccc2O1	57
CCOC(=O)c1c(NC(=O)CN2C(=O)c3cccc4cccc(c34)C2=O)sc2c1CCC2	-4
Cc1csc2sc(C(=O)c3ccc(Cl)cc3)c(C)c12	12
C[C@@H]1CCCCO[C@H](CN(C)Cc2ccccc2)[C@@H](C)CN([C@H](C)CO)C(=O)c2cc(NC(=O)Nc3ccccc3)ccc2O1	21
CCOC(=O)c1c(NC(=O)c2nn(CC)cc2Br)c(C#N)nn1-c1ccccc1	125*
CCOc1ccc(NC(=O)CNS(=O)(=O)c2ccc3c(c2)C(C)(C)C(=O)N3C)cc1	-6
COc1ccc(CN(C)C[C@H]2Oc3c(NC(=O)Nc4ccc(OC)cc4)cccc3C(=O)N([C@@H](C)CO)C[C@@H]2C)cc1	5
COc1ccc(OC)c(NC(=O)CNC(=O)c2ccc(Cl)cc2)c1	-9
C[C@H]1CN([C@@H](C)CO)C(=O)c2cc(NC(=O)CCC(F)(F)F)ccc2O[C@H]1CN(C)Cc1ccc(C(F)(F)F)cc1	1
C[C@@H]1CN([C@@H](C)CO)C(=O)c2cc(NS(C)(=O)=O)ccc2O[C@@H]1CN(C)CC1CCCCC1	-8
O=C(OCc1ccc2nonc2c1)c1cc(-c2ccccc2)nc2ccccc12	10
Cc1ccccc1OCC(=O)Nc1ccc(O)cc1C(=O)O	1
CCOC(=O)C1C(=S)NC(N)=C(C#N)C12CCCCC2 (stereo not drawn)	1
C[C@@H]1CN([C@H](C)CO)C(=O)c2cccc(NC(=O)c3cnccn3)c2O[C@@H]1CN(C)S(=O)(=O)c1ccc(Cl)cc1	3
CC(C)NC(=O)N(C)C[C@H]1Oc2ccc(NC(=O)NC3CCCCC3)cc2CC(=O)N([C@@H](C)CO)C[C@@H]1C	4
O=C1CSC(c2ccccc2)N1c1ccc(Cl)cc1 (stereo not drawn)	5
Cc1noc(C)c1NC(=O)Nc1ccc2c(c1)C(=O)N([C@H](C)CO)C[C@@H](C)[C@@H](CN(C)Cc1ccncc1)O2	17
Cc1nc(SCC(=O)Nc2ccc(Cl)cc2)c2ccsc2n1	1
N#Cc1c(-c2ccccc2)cc(-c2cccs2)nc1SCS(=O)Cc1ccccc1 (stereo not drawn)	108*
C[C@@H]1CN([C@H](C)CO)C(=O)c2cc(NC(=O)CCCN(C)C)ccc2O[C@H]1CN(C)C(=O)Nc1cccc2ccccc12	-3
C=CCON1C(=O)CN(C(=O)Nc2ccccc2)C1c1ccccc1 (stereo not drawn)	1
C[C@H]1CN([C@@H](C)CO)C(=O)c2cc(N(C)C)ccc2O[C@@H]1CN(C)Cc1ccc(C(=O)Nc2ccccc2N)cc1	42
CN1C(=O)c2ccc(NC(=O)Cn3c(=O)oc4ccccc43)cc2C1=O	-20
COc1ccc(-c2cc(C(=O)NCCc3ccccc3)c3ccccc3n2)cc1	37
Cc1ccc(S(=O)(=O)Nc2cccc3c2O[C@H](CN(C)S(=O)(=O)c2ccc(Cl)cc2)[C@H](C)CN([C@H](C)CO)C3=O)cc1	2
C[C@H]1CN([C@@H](C)CO)C(=O)CCCn2cc(nn2)CO[C@H]1CN(C)Cc1ccc2c(c1)OCCO2	35
C[C@@H]1CN([C@@H](C)CO)C(=O)Cc2cc(NC(=O)Nc3ccc(F)cc3)ccc2O[C@@H]1CN(C)S(=O)(=O)c1ccccc1	6
